High-throughput results: PubChem BioAssay, Southern Research Specialized Biocontainment Screening Center
M. tuberculosis HTS: M. tuberculosis growth inhibition, HTS (AID 449762); actives 0.59% (n = 330,000); inhibition, % at 25 µM, or IC50 in µM where a hit was titrated; M. tuberculosis H37Rv growth inhibition, 7H9 media; higher % means a stronger effect; in the data active = a potency from the dose series; inconclusive = inhibition above about 70% without an active follow-up result;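 also: bacterial growth assessed after seven days of incubation; strong numbers were not always called active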
H1N1 NS1A inhibition: NS1A inhibition, H1N1 influenza, cell based functional assay (AID 504329); NS1A functional cell-based assay, percent inhibition; higher % means a stronger effect; inhibition, % at 12.5 µM; hits with a dose series show IC50 in µM; actives 0.3% (n = 340,000); in the data active = a potency from the dose series; inconclusive = inhibition above about 27% without an active follow-up result; also: strong numbers were not always called active
VEEV TC-83 Vero: inhibitors of VEEV TC-83 cytopathic effect, confirmation, Vero cells (AID 588727); Vero cells, VEEV TC-83 cytopathic effect inhibition; higher % means a stronger effect; inhibition, % at 20 µM, or IC50 in µM where a hit was titrated; actives 0.13% (n = 350,000); in the data active = a potency from the dose series; inconclusive = inhibition mostly from about 14% at the one dose, without a potency; inactive = the rest, 99 in 100 with inhibition below about 12%; also: strong numbers were not always called active
tuberculosis growth: growth inhibition of non-replicating M. tuberculosis (AID 488890); one-dose inhibition, % at 25 µM; IC50 in µM for titrated hits; Mycobacterium tuberculosis non-replicating, growth inhibition; higher % means a stronger effect; actives 0.39% (n = 320,000); in the data active = a potency from the dose series; inconclusive = inhibition mostly from about 82% at the one dose, without a potency; inactive = the rest, 99 in 100 with inhibition below about 76%;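 also: plate controls were DMSO cells for no effect and high antibiotic wells for full effect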
Salmonella PhoP GFP: PhoP regulon inhibitors, Salmonella typhi PhoP promoter GFP reporter, confirmatory (AID 1850) | Salmonella Typhi PhoP-promoter GFP reporter, fluorescence, 4 h; higher % means a stronger effect | one-dose inhibition, % at 50 µM; IC50 in µM for titrated hits | actives 0.33% (n = 310,000); in the data active = a potency from the dose series; inconclusive = inhibition mostly from about 25% at the one dose, without a potency; inactive = the rest, 99 in 100 with inhibition below about 19%;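 also: 0% = induced wells with vehicle and 100% = uninduced wells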
VEEV TC-83 Vero 10K pilot screen: also measured in VEEV TC-83 Vero; calls as there; inhibition, %; measured here: 10K pilot screen inhibition
Active calls of the source: *; i = inactive; ? = inconclusive; / = no result given.

SMILES	M. tuberculosis HTS	H1N1 NS1A inhibition	VEEV TC-83 Vero	tuberculosis growth	Salmonella PhoP GFP	others
CNC(=O)c1c(NC(=O)CCS(=O)(=O)c2ccc(C)cc2)sc2c1CCN(C(=O)OC)C2	-10%	-11%	6.3%	?	2%
O=C(NC(=S)Nc1ccccc1O)c1ccccc1Cl	?	5%	2.7%	?	1%
O=C(NC1CC1)c1ccc2c(c1)C1C3CCC(C3)C1C(c1ccccc1)N2 (centres undefined)	?	-4%	i	55%	-6%
CCCCn1c(SCC(=O)Nc2sc3c(c2C(N)=O)CCC3)nnc1-c1ccccc1	-9%	-2%	5.5%	/	-7%
O=C(Nc1c(-c2ccccc2)nc2ncccn12)c1cc2ccccc2oc1=O	58%	-8%	0.4%	/	0%
COc1ccc(-c2nn(-c3ccccc3)cc2/C=C(\C#N)S(=O)(=O)c2ccccc2)cc1OC	12%	-2%	1.1%	-25%	-7%
COc1ccc(-c2nc(CN3CCC(C(=O)N4CCOCC4)CC3)c(C)o2)cc1C	-7%	1%	i	-21%	-1%
O=C(c1ccco1)N1CCN(C(=O)N2CCCCC2)CC1	0%	11%	i	-9%	-8%
O=C(Nc1cccc2ccccc12)OCc1ccccc1	/	-12%	0.2%	/	/
CCN(CC(=O)Nc1ccc(Br)c(C)c1)CC(=O)NC(C)C	-1%	-1%	2.0%	-1%	3%
COc1ccc(CCC(C)Nc2ccccc2F)cc1 (centres undefined)	3%	-10%	1.0%	34%	-5%
CC12CCC(C(=O)Nc3cccc4ccccc34)(C1Br)C2(C)C (centres undefined)	5%	0%	3.9%	36%	-9%
CC(=O)Nc1ccc(NC(=O)C2CCC(N3C(=O)C4C5C=CC(C6CC56)C4C3=O)CC2)cc1 (centres undefined)	3%	-4%	1.6%	-7%	-11%
O=C(O/C(=C/c1ccccc1)C(F)(F)F)c1ccccc1	/	-26%	2.0%	/	/
O=C(O)CCc1ccc(-c2ccc(F)cc2)n1CC(=O)O	-2%	12%	0.2%	-13%	-12%
CCCOc1ccc(-c2cnc(N)s2)cc1	45%	8%	i	1%	0%
O=S(=O)(c1ccc(Cl)cc1)N1CCN(c2ccccn2)CC1	3%	-3%	3.1%	3%	-3%
COc1cc(C)c(S(=O)(=O)N2CCCC2)cc1C	8%	3%	0.1%	13%	1%
O=C(O)c1cccnc1Sc1ccc(Cl)cc1	-5%	13%	1.3%	-9%	10%
CCOC(=O)c1cn(-c2c(Cl)cccc2Cl)c2cc(Cl)c([N+](=O)[O-])cc2c1=O	4%	2%	11%	42%	-6%	VEEV TC-83 Vero 10K pilot screen=20
CC(C)CC1c2[nH]c3ccccc3c2CCN1C(=O)C1CCOCC1 (centres undefined)	-3%	11%	8.7%	5%	-2%
CCOC(=O)c1cnc(SC)nc1Oc1cccc(NS(=O)(=O)c2ccccc2)c1	-5%	5%	6.6%	0%	-1%
O=C(NCCc1ccccc1)C(=O)NCc1ccncc1	3%	-8%	1.0%	8%	-2%
O=C(O)CCCN(Cc1cccc(Br)c1)S(=O)(=O)c1ccc(Br)cc1	-1%	-4%	1.3%	9%	-4%
CC(OC(=O)CN1C(=O)C2C3C=CC(C4CC34)C2C1=O)C(=O)c1ccccc1 (centres undefined)	-7%	0%	0.0%	-6%	-1%
Cc1cccc(C(=O)NCCc2ccccc2)c1	4%	-6%	i	15%	-1%
Fc1ccccc1CNC(=S)Nc1cccc(C(F)(F)F)c1	?	4%	0.3%	70%	-14%
COc1ccc(/C=N/NC(=O)Nc2ccc3nsnc3c2)c(OC)c1	3%	-4%	0.2%	-8%	-10%
O=C(COc1ccc2c3c(c(=O)oc2c1)CCCC3)NCc1ccncc1	7%	3%	i	-13%	-18%
Cc1oc(/C=N/NC(=O)CC2(C)OCCO2)cc1Br	-9%	-5%	1.2%	9%	-7%
Cc1ccc(N2CC(C(=O)Nc3ccc4c(c3)OCO4)CC2=O)cc1 (centres undefined)	6%	1%	13%	-2%	0%
COCCNC(=O)CN1C(=O)COc2ccc(S(=O)(=O)N3CCCCCC3)cc21	-5%	-3%	0.7%	2%	-12%
O=C(N/N=C/C1CC=CCC1)c1ccc(Cl)cc1O (centres undefined)	-7%	-7%	0.2%	-4%	14%
CC[C@H](C)/C=C/C1=CC2=C(Cl)C(=O)[C@@]3(C)OC(=O)C(C(=O)[C@H](C)[C@@H](C)O)=C3C2=CO1	4%	1%	0.4%	51%	2%
COc1ccc(-c2nnc(SCC(=O)Nc3cc(F)ccc3C)o2)cc1	1%	1%	6.7%	-45%	4%
CC(C)=CC(=O)N1CCC(n2nccc2NC(=O)CCc2ccccc2)CC1	5%	-1%	0.7%	-13%	0%
CCOc1cc(C2C3=C(CCCC3=O)N(CC(=O)O)C3=C2C(=O)CCC3)ccc1OC	4%	-1%	i	13%	-5%
CCN(CC)CC(=O)Nc1c(C)cc(C(C)(C)C)cc1C	0%	13%	2.1%	21%	-4%
CCCc1ccc(OCC(O)CN2CCCC2)cc1 (centres undefined)	-1%	0%	0.5%	20%	12%
O=C(Cn1cnc2c(nnn2Cc2ccc(Cl)cc2)c1=O)NCC1CCCO1 (centres undefined)	1%	-3%	1.1%	-6%	-13%

The closing 5 compounds of the section above open the next one.
SMILES	M. tuberculosis HTS	H1N1 NS1A inhibition	VEEV TC-83 Vero	tuberculosis growth	Salmonella PhoP GFP	others
CC(C)=CC(=O)N1CCC(n2nccc2NC(=O)CCc2ccccc2)CC1	5%	-1%	0.7%	-13%	0%
CCOc1cc(C2C3=C(CCCC3=O)N(CC(=O)O)C3=C2C(=O)CCC3)ccc1OC	4%	-1%	i	13%	-5%
CCN(CC)CC(=O)Nc1c(C)cc(C(C)(C)C)cc1C	0%	13%	2.1%	21%	-4%
CCCc1ccc(OCC(O)CN2CCCC2)cc1 (centres undefined)	-1%	0%	0.5%	20%	12%
O=C(Cn1cnc2c(nnn2Cc2ccc(Cl)cc2)c1=O)NCC1CCCO1 (centres undefined)	1%	-3%	1.1%	-6%	-13%
COc1cc2oc(=O)ccc2cc1-c1c(OC)ccc2ccc(=O)oc12	4%	-3%	1.0%	-5%	/
CCC(=O)C1CCCN(C(=O)CCc2nnc(-c3ccc(C(C)=O)s3)o2)C1 (centres undefined)	3%	6%	4.3%	-6%	-115%
CC(=O)Nc1nc(-c2ccc3c(c2)CCN3S(C)(=O)=O)cs1	7%	-4%	8.9%	20%	-8%
CCC1(c2ccccc2)NC(=O)N(CC(=O)NCC2COc3ccccc3O2)C1=O (centres undefined)	/	-13%	2.4%	/	/
CC(C)c1ccc(C2C(C#N)=C(N)Oc3c2oc(CO)cc3=O)cc1 (centres undefined)	-11%	6%	i	-5%	24%
O=C(NC1CCCCC1)n1c(=O)oc2ccc(Cl)cc21	3%	1%	1.0%	4%	-2%
COc1ccc(CC(=O)OCC(=O)Nc2ccc(N3CCOCC3)cc2)cc1	-10%	-2%	8.7%	31%	3%
Cc1cc(C)cc(Nc2nc(-c3ccc(S(=O)(=O)N4CCCC4)cc3)cs2)c1	0%	23%	6.8%	28%	10%
CC1(C)CC(=O)c2cc(C(=O)N3CCCC(C)(C)C3)c(=O)n(-c3ccccc3)c2C1	2%	-1%	1.7%	-1%	-3%
O=C(CSc1ncccn1)Nc1ccc(Cl)c(S(=O)(=O)N2CCOCC2)c1	-1%	-4%	1.3%	15%	/
O=C(Nc1cccc([N+](=O)[O-])c1)c1cccc(C(=O)Nc2cccc([N+](=O)[O-])c2)c1	4%	4%	i	-4%	-2%
CCCn1c(N)c(N(CCOC)C(=O)CSc2ccccc2)c(=O)[nH]c1=O	-3%	-4%	2.1%	-2%	/
O=C1C(=O)c2ccccc2C(O)=C1CCCCl	?	-19%	3.2%	2%	14%
CCOC(=O)c1cnc2c(C)c(Cl)ccc2c1NCCCN1CCOCC1	23%	-2%	3.5%	40%	-3%
N/C(CC(=O)Nc1ccc(F)cc1)=N\O	0%	12%	i	0%	-3%
COc1ccc(NC(=O)CN2C(=O)c3cccc4cccc2c34)cc1OC	3%	13%	1.2%	8%	-8%
Cn1c(SCC(=O)NNC(=O)Cc2ccccc2)nnc1-c1ccc(Cl)cc1	-11%	1%	2.0%	3%	0%
Nn1c(SCC(=O)NC2CCCc3ccccc32)nnc1C1CC1 (centres undefined)	-9%	-2%	2.8%	-5%	/
Fc1ccc(/C=N/NC(=S)NCCc2ccccc2)cc1F	1%	16%	3.2%	-8%	4%
COc1ccc(C(=O)Nc2ccc(-n3nncc3C(C)(C)C)cc2)cc1	4%	-2%	2.2%	24%	17%
CCCNC(=O)Cn1c(=O)/c(=C/c2ccc(-c3cccc([N+](=O)[O-])c3)o2)s/c1=C\C(=O)C(C)(C)C	/	2%	3.8%	/	/
Cc1cccc(OCC(O)CN2CCN(S(=O)(=O)c3ccc(C)cc3C)CC2)c1 (centres undefined)	14%	9%	4.8%	26%	-31%
O=C(NC1CC2CCCC(C1)N2C(=O)Nc1ccccc1F)C1CC1 (centres undefined)	1%	2%	0.6%	-20%	8%
COc1ccc(-c2nn(-c3ccccc3)cc2/C=C/C(=O)N2CCN(c3ccccn3)CC2)cc1	?	9%	9.9%	54%	-3%
O=C(CNC(=O)c1ccc(F)cc1)N/N=C/c1cc(Br)ccc1OCc1ccccc1	4%	-10%	9.8%	35%	-7%
COc1cc(OC)c(S(=O)(=O)Nc2ccccc2NC(=O)CN2CCOCC2)cc1NC(C)=O	-2%	-3%	0.8%	3%	-6%
Cc1cccc(N2CC(C(=O)Nc3ccc(S(=O)(=O)N4CCOCC4)cc3)CC2=O)c1 (centres undefined)	-13%	5%	7.1%	5%	4%
CC1=C(C(=O)NC2CCCc3c2cnn3-c2ccc(F)cc2F)OCCO1 (centres undefined)	6%	-2%	3.3%	7%	9%
CCCn1c(=O)[nH]c(=O)c2c1nc(-c1ccc(OC(F)F)cc1)n2CCN1CCOCC1	-2%	-2%	i	8%	-13%
O=C1NC(=O)N(c2ccccc2)C(=O)/C1=C\c1ccc2c3c(cccc13)CC2	0%	/	/	32%	-11%
COC(=O)Oc1ccc(/C=N/NS(=O)(=O)c2ccccc2)cc1OC	-9%	-2%	i	10%	-4%
CN(C)S(=O)(=O)c1cccc(C(=O)NCCNC(=O)c2cccc(S(=O)(=O)N(C)C)c2)c1	1%	-3%	1.0%	-6%	-7%
Cc1cccc(NC(=O)NCC2CCN(c3ccc(S(=O)(=O)N4CCOCC4)cc3)CC2)c1	2%	5%	0.8%	-12%	9%
CN(C)c1ccc(/C=N/NC(=O)Cn2nnc3ccccc32)cc1	-4%	3%	3.8%	-8%	2%
CCc1ccc(Oc2coc3cc(OC(=O)c4cc5ccccc5oc4=O)ccc3c2=O)cc1	2%	-3%	0.8%	-6%	1%
CC(=O)NC(CCS(C)(=O)=O)C(=O)Nc1ccc(F)cc1Cl (centres undefined)	2%	6%	0.2%	-12%	6%
CCC(C)Nc1c([N+](=O)[O-])cc(C)cc1[N+](=O)[O-] (centres undefined)	4%	21%	0.0%	-10%	3%
CC1Cc2ccccc2N1C(=O)CSc1nnc(Cn2nnc3ccccc32)n1C (centres undefined)	-4%	-3%	i	15%	0%
Cc1ccc(C(C)C)c(OCc2nnc(SCC(=O)Nc3ncc(C)s3)n2C)c1	-3%	-1%	0.1%	-17%	-6%
CC1=C(C(N)=O)C(c2ccccn2)n2nc(SCc3ccccc3)nc2N1 (centres undefined)	-6%	12%	0.8%	5%	-1%
O=C(CSc1nc2ccccc2s1)Nn1cnnc1	-8%	-4%	0.5%	3%	-3%
Cc1cc(C)cc(Oc2nc3c(C)cccn3c(=O)c2/C=C(\C#N)C(=O)NC2CCS(=O)(=O)C2)c1 (centres undefined)	-4%	24%	0.4%	-14%	-14%
CCn1c(SCC(=O)NC(C)(C)C)nnc1-c1ccoc1C	-4%	4%	1.5%	-6%	-4%
Cc1cc(SCC(=O)NCCN2C(=O)CSC2=O)nc2c(C)cccc12	4%	3%	1.5%	2%	-7%
Cc1cc(-n2c(C)cc(C(=O)COc3cc(F)ccc3[N+](=O)[O-])c2C)no1	5%	-5%	0.5%	68%	/

3 structures from above, sorted by length of the SMILES, descending:
SMILES	M. tuberculosis HTS	H1N1 NS1A inhibition	VEEV TC-83 Vero	tuberculosis growth	Salmonella PhoP GFP	others
COc1ccc(-c2nn(-c3ccccc3)cc2/C=C(\C#N)S(=O)(=O)c2ccccc2)cc1OC	12%	-2%	1.1%	-25%	-7%
CC1=C(C(N)=O)C(c2ccccn2)n2nc(SCc3ccccc3)nc2N1 (centres undefined)	-6%	12%	0.8%	5%	-1%
COc1ccc(CC(=O)OCC(=O)Nc2ccc(N3CCOCC3)cc2)cc1	-10%	-2%	8.7%	31%	3%
